Assay outcomes: PubChem BioAssay, several laboratories
FXIa inh: human FXIa protease inhibitors, primary screen, biochemical, 1536-well; 220,000 compounds, 0.14% hits; AID 798, 2007; purified FXIa, Boc-Glu-Ala-Arg-AMC fluorogenic substrate; inhibition, % at 5 µM;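 active means inhibition of at least 40%; inactive means inhibition below 40%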;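 further: fluorescence of freed AMC excited at 355 nm; 0% = enzyme without compound and 100% = no enzyme blank; many of its hits are not listed in these tables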
Target sequence (P03951 19-387 limits assumed): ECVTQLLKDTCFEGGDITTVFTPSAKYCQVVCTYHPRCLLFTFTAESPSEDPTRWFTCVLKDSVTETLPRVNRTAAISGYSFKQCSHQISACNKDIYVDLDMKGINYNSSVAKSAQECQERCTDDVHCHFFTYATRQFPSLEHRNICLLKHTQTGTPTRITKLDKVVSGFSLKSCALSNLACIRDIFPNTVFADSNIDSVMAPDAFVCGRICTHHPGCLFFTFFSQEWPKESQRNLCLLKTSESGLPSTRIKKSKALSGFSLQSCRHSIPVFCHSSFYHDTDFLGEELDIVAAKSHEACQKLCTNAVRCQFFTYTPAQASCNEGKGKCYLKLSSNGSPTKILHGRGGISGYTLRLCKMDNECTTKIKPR
Target sequence (P03951 388-625 limits assumed): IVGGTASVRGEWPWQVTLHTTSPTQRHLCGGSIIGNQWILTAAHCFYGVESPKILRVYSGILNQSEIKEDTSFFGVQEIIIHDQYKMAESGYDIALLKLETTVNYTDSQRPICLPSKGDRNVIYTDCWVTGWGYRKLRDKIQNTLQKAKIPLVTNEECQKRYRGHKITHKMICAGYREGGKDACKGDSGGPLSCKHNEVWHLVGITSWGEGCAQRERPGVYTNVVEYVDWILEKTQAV
FXIIa inh 1536: human FXIIa protease inhibitors, primary screen, biochemical, 1536-well; Coagulation factor XII (Homo sapiens), P00748; purified FXIIa, Boc-QGR-AMC fluorogenic substrate, 2 h; inhibition, % at 5 µM; 220,000 compounds, 0.3% hits; in the data active means inhibition above about 40%;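 further: 0% = enzyme with no compound and 100% = blank without enzyme; many of its hits are not listed in these tables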
Wee1 degr inh: Wee1 degradation inhibitors, primary screen, cell-based, HeLa, Wee1K328M-luciferase, luminescence. HeLa Luc-Wee1K328M stability; 100% = proteasome inhibitor MG132 effect. reporter increase, % at 5 µM. 220,000 compounds, 1.2% hits. AID 1321, 2008;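 active means activation above the mean of all tested compounds plus 3 SD, set per screening run, cut at about 8.8% in these data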;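 further: cells exposed to compound for 20 h before luminescence read; 0% = DMSO alone and 100% = MG132 at 30 µM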
Tb hexokinase: Trypanosoma brucei hexokinase 1 inhibitors, primary screen, biochemical, G6PDH-coupled NADH absorbance, MLSCN library; hexokinase 1 [Trypanosoma brucei]; recombinant TbHK1, G6PDH-coupled NADH A340; inhibition, % at 10 µM; 220,000 compounds, 0.11% hits;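 active means inhibition of 50% or more in the single-dose primary screen; inactive means inhibition below 50%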
PGE2 EP2 inh: human EP2 receptor antagonists, primary screen, TR-FRET cAMP, C6 glioma cells | Prostaglandin E2 receptor EP2 subtype (Homo sapiens), P43116 | C6 glioma cells expressing human EP2; cells stimulated with saturating PGE2 | inhibition, % at 25 µM | 260,000 compounds, 0.52% hits | AID 1422, 2008;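 active means percent inhibition above 40 after rounding to a whole number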;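 further: rat C6 glioma host cells with rolipram phosphodiesterase inhibitor present; the protocol text gives 20 µM as final concentration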
Target sequence (P43116 whole entry, looked up): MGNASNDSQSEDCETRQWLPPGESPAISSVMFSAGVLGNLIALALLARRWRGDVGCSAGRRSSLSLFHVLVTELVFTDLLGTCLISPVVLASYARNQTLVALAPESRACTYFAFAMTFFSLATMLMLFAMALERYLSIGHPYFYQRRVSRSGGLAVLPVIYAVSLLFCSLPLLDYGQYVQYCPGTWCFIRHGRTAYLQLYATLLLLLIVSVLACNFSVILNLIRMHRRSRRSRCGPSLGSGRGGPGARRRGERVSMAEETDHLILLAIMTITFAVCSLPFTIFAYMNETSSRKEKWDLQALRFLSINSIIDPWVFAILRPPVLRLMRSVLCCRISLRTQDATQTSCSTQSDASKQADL
PPC-1+TRAIL kill: compounds killing PPC-1 cancer cells with TRAIL present, primary screen, TRAIL potentiator project, ATPLite luminescence, uHTS. PPC-1 cells + TRAIL, ATPLite viability luminescence. cell killing (% activity), % at 4 µM. 220,000 compounds, 0.41% hits;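 active means cell killing above 50% in the first pass at 4 µM, then a duplicate retest at 5 µM averaging 50% or more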;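 further: plate controls were cells with TRAIL plus DMSO for no effect and medium-only wells lacking cells for full effect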
L929 necroptosis: inhibitors of zVAD-triggered necroptosis, primary screen, L929 cells | L929 zVAD necroptosis rescue, ATP luminescence, 24 h; with zVAD 60 µM | viability rescue, % at 10 µM | 220,000 compounds, 0.38% hits | AID 1377, 2008;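 active means activation, scaled between plate controls, above about 75%, limit read from the data; inactive means activation under that limit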;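 further: 0% = zVAD with DMSO and 100% = DMSO alone without zVAD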
TNF necrop inh: inhibitors of TNF-alpha triggered necroptosis, primary screen, cell-based, Jurkat FADD-/-, single concentration. Jurkat FADD-/- TNF necroptosis rescue, ATP luminescence, 24 h; 0 = TNF only, 100 = no-TNF cells. activation (protection from cell death), % at 10 µM. 220,000 compounds, 0.068% hits;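 active means activation, meaning protection from cell death, of at least 50% relative to plate controls; inactive means activation below 50%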;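 further: necroptosis triggered by 40 ng/mL TNF-alpha added together with compound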
CHOP inh: inhibitors of CHOP promoter induction, primary screen, cell-based, unfolded protein response, luciferase reporter; CHO-K1 CHOP-promoter luciferase, tunicamycin-induced, 15-18 h; inhibition, % at 10 µM; 220,000 compounds, 3.8% hits; AID 2732, 2010;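 active means compounds that reduced the stress-induced luciferase reporter signal by more than about 70% of percent inhibition, limit read from the data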;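 further: 0% = tunicamycin plus vehicle and 100% = wells without tunicamycin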
Numbers without * were called inactive; . = not tested or not shown; & = joins results of further samples.

Molecule | PGE2 EP2 inh | PPC-1+TRAIL kill | L929 necroptosis | FXIa inh | Tb hexokinase | FXIIa inh 1536 | Wee1 degr inh | CHOP inh | TNF necrop inh
CN1C(C(=O)c2ccccc2)=C(N)c2ccccc2S1(=O)=O | 6.4 | 16.1 | 1.0 | -2.6 | -10.5 | 6.3 | 0.4 | -2.1 | 8.5
CN(C)c1nc(-c2ccccc2)nc(-c2ccc(Cl)cc2)c1C#N | 9.6 | 12.2 | 0.3 | 1.9 | -11.0 | 17.6 | -2.9 | -6.3 | 0.7
Cc1c2c(nc3nc4ccccc4n13)CC(C)(C)CC2=O | 3.1 | 5.2 | -0.2 | 0.4 | -9.1 | 7.0 | -0.7 | -2.1 | -0.2
O=[N+]([O-])c1ccc(S(=O)(=O)N/N=C/c2ccco2)cc1 | 4.9 | 17.8 | 0.3 | -3.9 | -23.2 | 4.0 | 2.4 | 24.9 | 1.6
Cc1ccc(-c2oc3ncnc(N)c3c2-c2ccc(C)cc2)cc1 | 4.8 | -2.8 | 0.1 | -7.2 | -2.6 | -12.7 | 3.1 | 82.3* | -2.9
NS(=O)(=O)c1cccc(NC(=O)Cn2cc(C(F)(F)F)cc(Cl)c2=O)c1 | 13.2 | 23.0 | 0.1 | -2.0 | -5.1 | 4.0 | 0.1 | 4.2 | 2.1
Cc1ccc(C(=O)NCC(=O)OCC(=O)c2ccc(C)c([N+](=O)[O-])c2)cc1 | 5.0 | 3.0 | 0.8 | 4.2 | -4.9 | 11.4 | -0.6 | 14.7 | 0.9
CCCOc1ccc(C(=O)NCC(c2cccs2)N(C)C)cc1 (stereo not given) | 3.5 | 24.2 | . | -10.5 | 7.0 | -0.8 | -0.3 | 21.6 | 0.8
O=C(Nc1ccccc1)OCc1cnc(Cl)s1 | 4.3 | 7.8 | -0.2 | -4.6 | 0.5 | 0.6 | 0.7 | -5.2 | 13.9
Cc1ccsc1C(=O)Nc1ccccc1N1CCOCC1 | -0.6 | 36.0 | -0.4 | -1.2 | -6.9 | 13.6 | -2.2 | 18.5 | -0.9
Clc1cccc(CSc2nnc([C@@H]3CCCN3)o2)c1 | 9.5 | 0.0 | 0.5 | 1.4 | -3.6 | 11.5 | -3.7 | 18.8 | 2.8
CCOC(=O)Cc1csc(NC(=O)COc2c(C)cccc2C)n1 | -0.2 | 13.9 | 1.8 | -14.9 | 3.9 | 5.2 | 0.2 | 6.5 | 0.9
Cc1nnc(SCC(=O)NC23CC4CC(CC(C4)C2)C3)s1 | 17.9 | 6.6 | 0.6 | 2.2 | -4.6 | 7.7 | 6.8 | 6.8 | 0.9
NC(=O)C1(C(N)=O)OC1c1ccc(Cl)cc1Cl (stereo not given) | 9.2 | 3.7 | 0.7 | 0.6 | -1.3 | 3.2 | -2.5 | -9.7 | 2.2
O=C(O)CCCCCNC(=O)C(=O)C1C(=O)Nc2ccccc21 (stereo not given) | 8.0 | 5.6 | 2.9 | 5.4 | -20.5 | 7.6 | -1.4 | 5.1 | 1.2
Cc1cc(=O)n2[nH]c(C(=O)O)nc2n1 | 10.4 | 16.0 | 0.3 | 17.7 | 1.1 | 20.2 | -2.5 | -19.8 | -1.6
COc1ccccc1Nc1ccc(C(=O)NCc2cccs2)cn1 | 11.7 | 20.1 | 21.8 | 0.1 | -17.3 | 5.9 | 0.7 | 19.3 | 0.5
CC1Cc2ccccc2N1C(=O)CSc1nc(-c2ccco2)cc(C(F)(F)F)n1 (stereo not given) | -1.7 | 13.0 | -0.1 | 0.9 | -2.4 | 14.5 | 3.4 | 25.7 | 0.0
CC1CCc2nc(/C(C#N)=C/c3cccnc3)sc2C1 (stereo not given) | 12.2 | 24.8 | 1.6 | 1.4 | -10.7 | 6.7 | 8.5 | -46.5 | -2.8
CCCC(=O)OC1CC(C)N(C(=O)c2ccccc2)c2ccc(C)cc21 (stereo not given) | 11.1 | 38.8 | 0.3 | 19.9 | 6.1 | 27.8 | 1.5 | -14.2 | -0.8
O=C(OCC(=O)N1CCN(C(=O)c2ccco2)CC1)c1ccccc1C(=O)c1ccccc1 | 15.5 | 12.8 | 0.9 | -4.2 | 1.6 | 11.7 | -1.8 | 12.0 | -0.2
CC(/C=C1\SC(=S)N(NS(=O)(=O)c2ccc(C)cc2)C1=O)=C\c1ccccc1 | 11.0 | 7.7 | 0.6 | 10.3 | 13.7 | 19.8 | -0.5 | 8.6 | -0.8
COc1ccccc1NC(=S)N1CCC(NC(=O)c2ccco2)CC1 | 7.1 | -1.5 | 0.9 | -3.2 | 1.3 | 7.3 | -0.1 | 0.9 | 0.4
Cc1cc(C)c(S(=O)(=O)NCc2cn3c(C)csc3n2)cc1C | -7.8 | 17.4 | -0.5 | 1.4 | -1.5 | 12.3 | -1.5 | 21.1 | -0.7
CC(=O)Nc1ccccc1C(=O)C(=O)Nc1cccc(C(=O)NCc2ccc(C)cc2)c1 | 0.6 | 1.0 | 2.2 | 3.7 | -12.0 | 7.4 | 0.7 | 31.8 | 3.6
Cc1ccc2c(c1)N=C(c1ccc(F)cc1)CO2 | 6.9 | 29.9 | 0.1 | -1.5 | 2.8 | -5.1 | 3.1 | 78.5* | -2.5
COCCNC(=O)C(NC(=O)C1CCCCC1)C(C)C (stereo not given) | 6.4 | 0.6 | 5.4 | 0.7 | -0.2 | 9.4 | -1.9 | 27.9 | -0.9
O=C(O)c1cccc(NCc2ccncc2)c1 | . | 17.8 | -0.1 | 1.3 | -7.1 | -6.2 | -1.2 | 2.3 | -1.7
COCCCNC(=O)c1ccc(CS(=O)(=O)c2ccc(Br)cc2)o1 | 0.7 | 17.3 | 2.9 | 2.2 | 0.7 | -23.1 | -1.2 | 6.4 | -0.4
Cc1cc(NC(=S)NC(=O)CC(C)C)ccc1Br | 6.6 | 37.8 | 0.3 | 2.2 | 5.8 | 12.6 | 2.9 | 83.0* | 1.0
CC(C)COc1cccc(C(=O)NC(=S)NCc2cccnc2)c1 | 3.8 | 10.0 | 1.2 | 0.5 | 0.7 | 10.5 | 1.9 | 25.9 | 0.6
Cc1ccc(O)c(NC(=O)CN(C)S(=O)(=O)c2ccc(Cl)cc2)c1 | 8.4 | 10.5 | -0.3 | 2.8 | -3.6 | 14.4 | -0.5 | -9.0 | -29.5
CCOC(=O)CCc1c(C)nc(SCC(=O)O)c(C#N)c1C | 8.9&6.2 | 2.4 | 0.2 | -8.0 | 3.1 | 2.6 | -2.4 | -3.6 | 0.1
COc1ccc2[nH]c(=O)c(CN(Cc3ccc4c(c3)OCO4)C(C)=O)cc2c1 | 17.0 | 3.9 | 1.0 | 24.5 | -15.9 | 29.2 | 0.4 | -9.7 | -3.1
CC(=O)c1ccc(-c2nnc(CCC(=O)N(C)Cc3cnc4ccccn34)o2)s1 | 2.7 | 5.4 | 0.0 | -2.6 | -2.6 | 4.5 | -2.7 | 4.4 | 0.5
O=C(CN1C2CCCC1CC(NC(=O)c1ccccc1)C2)NC1CC1 (stereo not given) | 8.4 | 14.8 | 0.0 | -2.9 | 1.5 | 10.0 | 3.2 | 2.7 | 0.8
O=[N+]([O-])c1cccc(NC(=S)N2CCOCC2)c1 | 12.0 | -9.3 | 0.2 | 10.3 | 5.9 | 3.6 | 2.6 | -4.8 | -0.7
COC(=O)C(C(=O)OC)C(C[N+](=O)[O-])c1ccc(OC)c(OC)c1 (stereo not given) | 9.3 | 14.4 | -0.3 | -3.2 | 4.3 | -1.9 | -2.8 | 3.9 | 0.8
CC(=O)c1cc(-c2ccccc2)n(CC(=O)Nc2cc(C)cc(C)c2)c1C | 7.8 | -1.3 | 0.3 | 4.8 | 8.6 | 14.7 | 0.5 | 94.3* | 1.3
O=C(Oc1ccccc1)n1c(=S)oc2ccccc21 | 11.8 | 11.3 | 0.6 | 9.7 | 30.5 | 25.1 | -1.4 | -16.4 | 0.9
O=C(Oc1cccc2c(=O)[nH]ccc12)c1ccccc1 | 13.7 | 7.7 | 0.1 | 6.7 | -10.4 | 24.4 | -3.4 | 24.5 | -2.0
CCOC(=O)C1(CCCc2ccccc2)CCN(C(=O)CCn2cnnn2)CC1 | 7.6 | 11.1 | -1.2 | -1.6 | -3.7 | 5.8 | 0.2 | 13.9 | 0.6
CCCc1cc(N2CCN(c3ccccn3)CC2)n2nc(C)c(-c3ccccc3)c2n1 | 10.3 | 15.4 | 0.8 | 18.9 | -3.9 | 36.3 | 0.7 | 28.8 | 1.8
CC(C(=O)Nc1cccc(S(=O)(=O)N2CCOCC2)c1)N1CCN(C/C=C/c2ccccc2)CC1 (stereo not given) | 2.8 | 10.2 | 0.0 | 4.1 | -7.1 | 9.3 | 6.9 | -4.0 | -0.1
CSc1ccc(CN2CCN(Cc3ccc([N+](=O)[O-])cc3)CC2)cc1 | 6.8 | 11.8 | 2.0 | -5.3 | 3.1 | 1.3 | -1.5 | 36.3 | -5.2
CCC(=O)Nc1cccc(NC(=S)NC(=O)Cc2ccccc2)c1 | 17.9 | 14.3 | 0.0 | 1.3 | 3.7 | 12.4 | -1.2 | 37.4 | -1.6
N/C(Cc1ccc(Cl)c(Cl)c1)=N\OC(=O)c1cccs1 | 9.1 | 18.6 | -0.1 | 0.9 | 10.0 | 16.5 | 3.1 | 26.3 | -2.4
O=C(COC(=O)c1ccc[n+]([O-])c1)Nc1c(Br)cc([N+](=O)[O-])cc1Br | 17.0 | 13.1 | 2.0 | -4.5 | -4.9 | 4.9 | -0.3 | 12.9 | -0.6
Cc1ccc(C2c3c(oc4ccccc4c3=O)C(=O)N2c2nnc(C)s2)o1 (stereo not given) | . | . | -0.1 | . | -8.0 | . | -2.3 | . | -0.6
COC(=O)C(NC(C)=O)(Nc1nc2ccc(S(C)(=O)=O)cc2s1)C(F)(F)F (stereo not given) | 9.8 | 49.0 | 3.5 | 8.7 | -0.9 | 16.9 | 0.9 | 27.3 | 2.1
Cn1ccnc1Sc1nc2ccccc2nc1NS(=O)(=O)c1ccccc1 | 51.6* | 19.2 | -1.3 | 7.5 | -12.2 | 22.2 | -0.6 | 1.1 | 0.3
Cc1ccc(SCCC(=O)NC2CC2)cc1 | 2.8 | . | 0.5 | -6.1 | -6.5 | 6.7 | 5.5 | -11.7 | 0.1

Results in FXIIa inh 1536 and Wee1 degr inh (2 entries from above):
| Molecule | FXIIa inh 1536 | Wee1 degr inh |
| --- | --- | --- |
| Cc1ccc2c(c1)N=C(c1ccc(F)cc1)CO2 | -5.1 | 3.1 |
| COCCNC(=O)C(NC(=O)C1CCCCC1)C(C)C (stereo not given) | 9.4 | -1.9 |

An excerpt, so the mix of outcomes need not match the whole.
